b-catenin transl = modulators of beta-catenin nuclear translocation, primary screen, imaging, HeLa cells, immunofluorescence, high-content; AID 1665, 2009; nuclear translocation activity, % at 5 µM; 190,000 tested, 0.3% active;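 active means nuclear translocation activity above 50% at 5 µM, with a well cell count of 50 or more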;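 further: per-cell ratio of nuclear to cytoplasmic median beta-catenin stain intensity; plate controls were DMSO negative control for no effect and GSK-3 inhibitor IX positive control for full effect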
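Technique: fluorescence imaging of beta-catenin antibody stain plus DAPI / Material: human HeLa cell line / Incubation: compound treatment 24 h, 37°C, 5% CO2 / Read-out basis: % activation of per-cell nuclear versus cytoplasmic median beta-catenin signal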
MT stabilize HCS = microtubule stabilizers in HeLa cells, primary screen, imaging, high-content imaging; % tubulin-high responders, % at 10 µM; HeLa tubulin immunostaining HCS, 24 h; share of cells brighter than vehicle mean+2SD; 200,000 tested, 0.83% active;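 active means plate Z-score above 3 for both tubulin-high and condensed-nucleus cell shares, with cell loss under 80%, at 10 µM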;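 further: anti alpha tubulin signal scored within the nucleus-defined area of each cell; some results filed as inactive read as strong as hits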
Autophagy HCS = autophagy modulators in MEF cells, primary screen, imaging, high-content, MEF GFP-LC3 | calls only at 10 µM (by protocol) | AID 463193, 2010 | 190,000 tested, 0.98% active | MEF GFP-LC3 puncta imaging; test concentration mostly 10 µM;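 active means percentage of spot-positive cells more than 3 SD above its plate mean, without a fluorescence outlier flag or 80% toxicity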;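 further: spot-positive cell cutoff set from DMSO-treated cells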
Dynein cargo inh = inhibitors of GR-EGFP nuclear translocation, primary screen, dynein cargo transport inhibitor project, imaging, high-content, 3617.4 mouse cells | test concentration mostly 20 µM; stimulated with dexamethasone, 1 µM; active compounds read low | 220,000 tested, 0.47% active | z-score, hits read low;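 active means plate z-score of nuclear minus cytoplasmic receptor signal below a set negative limit, without overly bright fluorescence or cell loss, cut at about -3.5 in these data, passing the limit was not always enough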;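 further: z-score of nuclear minus cytoplasmic ring GR-EGFP intensity difference per well; some compounds called inactive have numbers as strong as hits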
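Buffer or medium: tet-free medium with charcoal-stripped serum / Also added: dexamethasone agonist, 1.0 µM final, for 30 min / Timing: induction 48 h, compound 1 h, agonist 30 min / Measured by: high-content fluorescence imaging after fixation / Read-out: nuclear-to-cytoplasmic GR-EGFP distribution per well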
HEK293 NOD2/NF-kB = NOD2 signaling inhibitors, cell-based, luminescence, uHTS, HEK293 (AID 1566); one-dose inhibition, % at 4 µM; EC50 in µM for titrated hits; HEK293 NOD2/NF-kB luciferase reporter, luminescence; higher % means a stronger effect; 290,000 tested, 0.63% active; in the data active means inhibition above about 50%; further: many of its hits are not listed in these tables
Ins promoter up = insulin promoter activators in MIN6 cells, imaging, high-content screening, mouse beta cells; AID 1625, 2009; 190,000 tested, 0.3% active; MIN6 insulin promoter-GFP reporter; active compounds read high; z-score at 5 µM;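 active means z-score above 3 at 5 µM with at least 500 cells counted in the well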
Yfh1-depleted yeast = enhancers of respiration in Yfh1-depleted yeast, dose response, Friedreich's ataxia, plus single-dose screen (AID 1465); S. cerevisiae Yfh1-off respiration, WST-1 reduction, 72 h; higher fold induction means a stronger effect; 220,000 tested, 0.074% active; one-dose fold induction at 50 µM; EC50 in µM for titrated hits;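 active means fold induction of absorbance versus untreated yeast above a set limit, then at least 30% activation at any dose in follow-up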;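 further: activators that raise dye reduction in frataxin-depleted yeast; strong numbers were not always called active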
NOD1 inhibition = NOD1 signaling inhibitors, primary screen, cell-based, luminescence, uHTS (AID 1578). 290,000 tested, 1% active. inhibition, % at 4 µM, or EC50 in µM where a hit was titrated. NOD1-driven NF-kB luciferase reporter cells, luminescence; higher % means a stronger effect; in the data active means inhibition mostly above about 36%, no sharp cut-off; inactive means mostly below about 34%;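 further: HEK-293T reporter cells stimulated with the NOD1 agonist gamma-tri-DAP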
M17LAP inhibition = P. falciparum M17LAP inhibitors, primary screen, biochemical, fluorogenic H-Leu-NHMec substrate, 1536-well (AID 1619); Leucine aminopeptidase (Plasmodium falciparum (isolate 3D7)); recombinant M17LAP, H-Leu-NHMec fluorogenic kinetic assay; higher % means a stronger effect; inhibition, % at 30 µM, or IC50 in µM where a hit was titrated; 220,000 tested, 0.38% active;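 active means compound inhibiting the enzyme by more than half at any dose during confirmatory dose-response retesting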;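 further: plate controls were full reaction with DMSO carrier for no effect and no enzyme background for full effect; strong numbers were not always called active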
Dynein cargo inh cytoplasmic EGFP = second read-out of Dynein cargo inh, no call of its own (marks repeat the call); z-score; measured here: cytoplasmic GR-EGFP intensity; active compounds read high
Dynein cargo inh nuclear GR-EGFP = second read-out of Dynein cargo inh, no call of its own (marks repeat the call); z-score; measured here: nuclear GR-EGFP intensity;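 lower value marks the stronger effect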
Dynein cargo inh cell count = second read-out of Dynein cargo inh, no call of its own (marks repeat the call); z-score; measured here: cell count per field
Ins promoter up cell count = second read-out of Ins promoter up, no call of its own (marks repeat the call); cell count; measured here: cytotoxicity, nuclei count;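 total cells summed across four imaged fields per well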
b-catenin transl cell count 5 µM = second read-out of b-catenin transl, no call of its own (marks repeat the call); cell count; measured here: cell count, cytotoxicity flag
MT stabilize HCS Hoechst-high % = also measured in MT stabilize HCS; calls as there; % Hoechst-high responders; measured here: nuclear condensation Hoechst responders;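 share of cells brighter than vehicle mean plus two SD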
MT stabilize HCS cytotoxicity % = further read-out of MT stabilize HCS, marked with its call; toxicity, %; measured here: cytotoxicity by cell density;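 0% = mean cell density of plate MIN control wells and 100% = no cells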
Autophagy HCS cell loss 18 h = also measured in Autophagy HCS; calls as there; toxicity, %; measured here: cell loss, nuclei count;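 cell loss after 18 h compound exposure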
An asterisk follows results filed as active; i = inactive; x = no result given.

SMILES	b-catenin transl	b-catenin transl cell count 5 µM	MT stabilize HCS	MT stabilize HCS Hoechst-high %	MT stabilize HCS cytotoxicity %	Autophagy HCS	Autophagy HCS cell loss 18 h	Dynein cargo inh	Dynein cargo inh cytoplasmic EGFP	Dynein cargo inh nuclear GR-EGFP	Dynein cargo inh cell count	HEK293 NOD2/NF-kB	Ins promoter up	Ins promoter up cell count	Yfh1-depleted yeast	NOD1 inhibition	M17LAP inhibition
COc1cc(-c2nnc(-c3cccs3)o2)cc(OC)c1OC	2.0	1168	1.1	1.1	4.8	i	11.9	-0.597	-0.107	-0.319	0.334	-5.8%	1.9	1116	i	-11.5%	-1.3%
C=CCn1c(SCC(=O)Nc2ccc3c(c2)OCCO3)nnc1-c1ccco1	-6.2	1023	8.7	1.4	1.9	i	-52.7	0.338	-0.0816	0.322	0.0873	12.2%	0.08	1245	i	1.9%	15.5%
CCOC(=O)C1=C(C)NC(=O)NC1/C=C/c1ccccc1OC (stereo not given)	1.7	1543	1.7	2.1	5.4	i	-13.1	2.09	-0.139	1.28	-1.47	4.2%	x	x	i	-38.2%	5.0%
COc1ccccc1NC(=O)Cn1c(=O)n(CCc2c[nH]c3ccccc23)c(=O)c2cccnc21	-2.7	509	4.0	3.2	4.9	i	-1.6	2.26	0.555	2.83	-1.79	7.9%	0.47	1208	x	-22.6%	-5.7%
CCOC(=O)c1ccc(NC(=O)NCc2ccccc2OC)cc1	0.0	943	7.3	1.5	0.7	i	11.9	-0.509	-0.346	0.228	1.7	23.6%	0.98	1601	i	-51.4%	0.5%
Cc1nc(N2CCOCC2)nc(N2CCN(c3ccccc3)CC2)c1[N+](=O)[O-]	-1.9	1363	0.7	1.4	10.0	i	-6.6	0.212	0.0882	0.337	-0.964	12.9%	-0.64	1574	i	46.1%	-0.9%
Cc1c(Cl)c(-c2n[nH]c(=S)n2-c2ccccc2)nn1C	-1.1	1052	4.8	1.5	1.0	i	-5.9	-0.405	-0.126	-0.273	1.09	17.2%	0.73	1445	i	-16.7%	-13.4%
O=C(O)c1cccc(NC(=O)c2ccc3c(c2)C(=O)N(Cc2ccco2)C3=O)c1	-0.4	1022	4.5	1.3	8.5	i	-0.9	0.204	-0.066	0.166	0.73	11.8%	-0.4	1417	i	-33.1%	24.5%
CCOC(CC(=O)NNC(=O)c1c(-c2ccccc2Cl)noc1C)OCC	0.2	1285	x	x	x	x	x	0.987	-0.281	0.424	-0.338	15.3%	0.15	1139	i	-3.9%	3.2%
CC(=O)Nc1ccc(NS(=O)(=O)c2cc(Cl)ccc2Cl)cc1	0.5	1363	x	x	x	x	x	-0.0203	-0.218	0.476	-0.00566	0.7%	-0.38	935	i	4.4%	4.8%
O=C(NC(=S)Nc1ccc(C(=O)N2CCOCC2)cc1)c1ccc([N+](=O)[O-])cc1	-0.9	1404	2.2	1.8	8.6	i	-27.9	0.786	-0.149	1.16	0.252	8.4%	0.6	1146	i	14.7%	1.1%
COC(=O)c1sc(-c2ccc(C(C)(C)C)cc2)cc1NC(=O)c1ccccc1C(=O)O	1.1	1312	x	x	x	x	x	0.264	-0.0318	0.763	-0.176	2.1%	-0.05	979	i	-2.1%	-3.6%
CCN(CC)CCSc1nnc2c3ccccc3n(Cc3ccccc3)c2n1	0.4	1225	x	x	x	x	x	-0.972	-0.747	-0.745	0.732	-5.5%	-0.03	925	i	10.5%	x
O=C(COc1ccccc1)NNC(=S)NC(=O)c1ccc(Cl)cc1Cl	-0.8	1175	4.2	3.3	6.3	i	9.5	1.01	-0.278	0.493	0.312	-4.8%	x	x	i	-54.6%	48.4%
COCc1cc(C)nc(N2CCCCC2)c1C#N	-1.3	400	3.9	2.3	5.8	i	-9.4	0.0654	-0.234	0.438	-0.614	18.7%	x	x	i	-7.1%	-21.2%
O=C(Nc1nccs1)c1cn2ccccc2n1	0.6	1306	x	x	x	x	x	1.13	-0.265	0.647	-0.472	-5.3%	-0.88	1080	i	22.8%	0.9%
Cc1cc(C)c2[nH]c(=O)c(C(c3nnnn3C(C)(C)C)N3CCN(C(=O)c4ccco4)CC3)cc2c1 (stereo not given)	-3.8	881	6.6	3.6	7.8	i	21.6	-0.891	-0.161	-0.213	-0.512	5.0%	0.18	1214	i	-6.1%	18.2%
O=C(O)c1cc(-c2c[nH]c3ccccc23)nc2cc3ccccc3cc12	0.1	1357	x	x	x	x	x	-1.21	-0.17	-0.285	0.506	-41.1%	-0.6	1014	i	-10.1%	-7.7%
CS(=O)(=O)N(Cc1ccc(C(=O)NN=C2CCCCCC2)cc1)c1ccccc1	-1.1	1059	2.7	3.4	7.4	i	-7.1	-0.869	0.35	-0.788	1.31	7.2%	x	x	i	-22.5%	7.6%
O=C(NNC(=O)c1ccc(Cl)cc1Cl)c1ccncc1	1.3	1046	3.5	2.7	2.9	i	1.0	-0.497	-0.196	-0.259	0.476	-5.6%	-0.36	1436	i	-30.7%	-2.3%
Cc1nnsc1SC(C)C(=O)O (stereo not given)	-1.0	1386	1.6	1.2	10.1	i	-1.8	-0.312	-0.194	-0.28	0.643	7.6%	-0.3	1455	i	-43.6%	-1.0%
CC1(C)NC(=O)N(CC(=O)OCC(=O)Nc2cc(S(=O)(=O)N3CCCCCC3)ccc2Cl)C1=O	x	x	3.0	1.9	3.4	i	2.9	-0.796	-0.0434	-0.654	1.04	7.5%	x	x	i	48.2%	-6.6%
Cc1cc(N/C(=N/S(=O)(=O)c2ccc(F)cc2)c2ccccc2)n(-c2ccccc2)n1	-0.3	1054	3.2	1.8	6.3	i	-13.1	-0.436	-0.355	-0.281	0.965	11.3%	-1.04	1264	i	-21.1%	13.2%
CCCC(CCC)C(=O)Nc1ccc2c(c1)N(C(=O)CN1CCN(C)CC1)c1ccccc1CC2	-3.0	1021	3.8	1.5	12.2	i	22.6	0.898	-0.254	0.472	-0.00288	10.6%	0.17	1355	i	-37.6%	12.1%
CCOC(=O)c1nnn(-c2nc(N3CCCC3)nc(N3CCCC3)n2)c1-c1ccccc1	0.1	1387	4.0	2.3	10.3	i	4.6	0.0925	-0.0617	0.0204	-0.562	0.2%	-0.37	1273	x	-0.6%	2.1%
CC1(C)NC(=O)N(CC(=O)OCC(=O)Nc2cc(S(=O)(=O)N3CCCCC3)ccc2Cl)C1=O	x	x	3.3	2.7	5.1	i	1.1	-0.754	-0.269	-0.678	0.255	-3.6%	0.54	1393	i	-13.6%	-7.7%
COc1ccc(/C=C\c2onc(C)c2S(=O)(=O)N2CCC(C(=O)NCCC(C)C)CC2)cc1	-1.8	1088	3.6	3.5	8.9	i	8.9	-0.12	-0.256	-0.0517	0.115	8.4%	-1.22	991	i	-22.9%	11.5%
O=C(COC(=O)c1cccnc1Cl)c1ccc2c(c1)OCCO2	-0.8	1030	3.4	1.8	9.8	i	19.3	0.263	-0.259	0.438	-0.583	2.1%	-0.51	1136	i	-19.0%	1.8%
CC(=O)N1N=C(c2ccc(Cl)cc2)CC1c1ccco1 (stereo not given)	0.5	1302	x	x	x	x	x	-0.213	-0.256	-0.144	0.425	-0.9%	1.47	1007	i	2.0%	3.7%
O=C(c1ccco1)N1CCN(S(=O)(=O)c2ccccc2[N+](=O)[O-])CC1	-1.7	900	5.0	3.2	8.3	i	-4.4	-0.542	-0.27	0.286	0.703	12.6%	-0.32	1672	i	-43.1%	-0.1%
Cc1nn(-c2ccc(C(=O)O)cc2)c2c1C(=O)CC(C)(C)C2	-0.4	1313	x	x	x	x	x	0.991	-0.217	0.381	-0.365	16.3%	-0.38	1016	i	-5.8%	-4.4%
N[C@@H](Cc1c[nH]c2ccccc12)C(=O)O	5.2	1141	x	x	x	x	x	-0.818	-0.626	-0.132	0.358	14.8%	0.15	1014	i	1.1%	1.2%
Cc1cccc(NC(=S)N/N=C2/CCCCc3ccccc32)c1	1.9	1107	4.9	2.3	7.0	i	17.1	0.672	-0.262	0.467	0.755	16.5%	-1.21	1328	i	-3.9%	-8.0%
N#CCSc1nc2c(c(C3CC=CCC3)c1C#N)CCC2 (stereo not given)	-0.3	1105	2.9	0.5	22.8	i	4.6	-0.18	-0.276	0.262	0.866	-7.1%	x	x	i	1.8%	-1.8%
CC(C)(C)c1nc(SCC(=O)Nc2ccc(N3CCOCC3)cc2)c2ccccc2n1	-2.6	1377	3.3	1.9	5.3	i	2.5	1.19	0.106	0.0284	-1.6	-2.4%	1.02	1281	i	17.2%	5.2%
Cc1cccc(CN2CCC(C(N)=O)CC2)c1	x	x	1.1	1.6	12.6	i	-13.1	-0.0235	-0.151	-0.165	0.0755	-2.4%	-0.37	886	i	-2.4%	3.4%
CCCCC(CCC(=O)O)(C(=O)OCC)c1csc(Nc2ccc(C)cc2)n1 (stereo not given)	0.5	1576	4.1	3.2	10.1	i	-2.2	-0.0824	-0.323	0.188	0.272	4.1%	-0.98	1578	i	-1.2%	15.8%
Cc1nn(C)c(C(=O)Nc2ccc(Br)cc2F)c1Br	-0.1	806	3.0	2.5	1.5	i	14.6	0.931	-0.203	0.137	-0.492	1.1%	-0.44	1116	i	46.0%	-0.4%

An excerpt; rates above refer to the full screens.
